Bioassay records from PubChem.
PRMT1 FP inh: PRMT1 methyltransferase inhibitors, primary screen, biochemical, fluorescence polarization | Protein arginine N-methyltransferase 1 (Homo sapiens), Q99873 | recombinant PRMT1, activity-based probe fluorescence polarization | inhibition, % at 2.79 µM | 1.3% of 370,000 active | AID 652257, 2013;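 active = inhibition above about 21% made by adding two undisclosed values, limit read from the data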
proKLK7 act: proKLK7 zymogen activators, primary screen, biochemical, fluorescence intensity | purified proKLK7, EDANS-DABCYL substrate fluorescence; 100% is mature enzyme control, 0% vehicle | Kallikrein-7 (Homo sapiens), P49862 | activation, % at 7 µM | AID 652039, 2013 | 0.9% of 370,000 active;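 active = activation above the mean of all tested compounds plus 3 SD, computed per campaign excluding outliers beyond control limits, cut at about 13% in these data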
MBD2 DNA inh: inhibitors of MBD2 binding to methylated DNA, primary screen, biochemical, TR-FRET, DNA-binding domain, human | Methyl-CpG-binding domain protein 2 (Homo sapiens), Q9UBB5 | AID 686964, 2013 | 0.31% of 370,000 active | MBD2 binding to methylated oligonucleotide | inhibition, % at 4.4 µM; in the data active = inhibition above about 13%
Target sequence (Q9UBB5 whole entry, looked up, the tested form may be a part): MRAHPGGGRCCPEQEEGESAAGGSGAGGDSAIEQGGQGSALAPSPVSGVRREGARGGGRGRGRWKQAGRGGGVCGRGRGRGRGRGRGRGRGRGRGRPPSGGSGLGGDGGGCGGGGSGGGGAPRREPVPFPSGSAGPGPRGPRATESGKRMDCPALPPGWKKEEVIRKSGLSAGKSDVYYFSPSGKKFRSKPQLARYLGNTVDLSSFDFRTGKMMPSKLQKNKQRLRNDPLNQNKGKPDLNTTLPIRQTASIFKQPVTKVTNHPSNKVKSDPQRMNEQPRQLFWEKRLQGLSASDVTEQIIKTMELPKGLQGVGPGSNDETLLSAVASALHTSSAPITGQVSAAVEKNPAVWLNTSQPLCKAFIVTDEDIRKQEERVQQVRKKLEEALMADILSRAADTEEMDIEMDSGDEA
Tn7 DDE FP: inhibitors of Tn7 peptide binding to fibrin DD(E), primary screen, biochemical, fluorescence polarization, human fibrin, Tn7 probe; 0.13% of 370,000 active; FP displacement of FITC-Tn7 peptide from fibrin DD(E); 0% = median of compound wells per plate; inhibition, % at 8.3 µM; AID 720508, 2013;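 active = inhibition above the mean of compounds falling within the control limits plus 3 SD of them, cut at about 14% in these data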;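 also: 0% = plate median of compound wells and 100% = 10 µM Aha-Tn7 peptide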
Target sequence (P02675 whole entry, looked up): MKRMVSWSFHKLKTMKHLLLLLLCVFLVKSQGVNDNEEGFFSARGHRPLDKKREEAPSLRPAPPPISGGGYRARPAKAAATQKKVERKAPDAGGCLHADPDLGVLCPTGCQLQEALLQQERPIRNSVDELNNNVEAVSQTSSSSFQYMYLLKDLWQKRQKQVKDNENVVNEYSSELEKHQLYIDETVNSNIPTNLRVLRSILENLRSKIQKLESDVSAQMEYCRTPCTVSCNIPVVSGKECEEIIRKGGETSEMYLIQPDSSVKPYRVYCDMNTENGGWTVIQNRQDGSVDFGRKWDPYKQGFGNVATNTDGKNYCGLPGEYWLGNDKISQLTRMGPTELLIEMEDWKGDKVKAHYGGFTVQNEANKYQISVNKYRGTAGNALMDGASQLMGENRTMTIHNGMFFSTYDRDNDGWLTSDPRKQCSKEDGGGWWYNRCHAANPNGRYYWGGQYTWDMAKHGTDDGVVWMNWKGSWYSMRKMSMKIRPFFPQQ
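assay system = human clot-derived fibrin DD(E) complex | quantity = Fibrin-DD(E) at 2 µM final | timing = 10 min preincubation, 3 h with tracer, room temperature | signal = fluorescence polarization | measure = percent inhibition | benchmarks = high control wells with 10 µM unlabelled Aha-Tn7 peptide (full inhibition) | replicates = singlicate testing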
TDP2 absorb: human TDP2 enzyme inhibitors, primary screen, biochemical, epi absorbance, recombinant enzyme; Tyrosyl-DNA phosphodiesterase 2 (Homo sapiens), O95551; T5PNP hydrolysis, p-nitrophenol absorbance 415 nm; inhibition, % at 12.8 µM; 0.34% of 370,000 active;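 active = inhibition above the mean of all tested compounds plus 3 SD, set per campaign, cut at about 25% in these data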;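 also: 0% = DMSO with enzyme and 100% = buffer with substrate but no TDP2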
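System – recombinant human TDP2 · Quantity – TDP2 enzyme at 120 nM final · Doses – single concentration, 12.8 µM nominal, with 1% DMSO · Incubation – 2 h at 37 °C · Measured by – epi absorbance of p-nitrophenol freed from T5PNP by hydrolysis · Read-out – % inhibition relative to enzyme-containing and enzyme-free wells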
LEDGF integ inh: blockers of LEDGF/p75-dependent integrase strand transfer – biochemical, TR-FRET, high throughput, primary screen; TR-FRET IN-LEDGF/p75 DNA integration, Eu/Cy5; 0.64% of 370,000 active; HIV-1 integrase (with human LEDGF/p75); inhibition, % at 3.7 µM; AID 743269, 2014;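 active = inhibition above the screen-wide mean plus 3 SD, cut at about 13% in these data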;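 also: signal is the Cy5 over europium emission ratio at 671 and 618 nm; 0% = plate median of compound wells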
SIAE primary: human SIAE inhibitors, primary screen, biochemical, fluorescence polarization, FP-Rh probe, 1536-well HTS. AID 1053197, 2014. 0.69% of 370,000 active. SIAE FP-Rh probe binding. Sialate O-acetylesterase (Homo sapiens), Q9HAT2. inhibition, % at 9.66 µM;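 active = inhibition above a cutoff: mean of compounds within the control limits plus 3 SD of those, cut at about 17% in these data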;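 also: 0% = plate median of compound wells and 100% = probe without SIAE protein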
DDE Tn6 FP inh: inhibitors of Tn6 peptide binding to fibrin DD(E), primary screen, biochemical, fluorescence polarization, human fibrin, Tn6 probe; Fibrinogen beta chain (Homo sapiens), P02675; inhibition, % at 8.3 µM; Fibrin DD(E) TRITC-Tn6 fluorescence polarization displacement; 0.21% of 370,000 active;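 active = inhibition above a per-campaign cutoff: mean of compounds within control limits plus 3 SD, cut at about 15% in these data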;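 also: 0% = median of all compound wells on the plate and 100% = blocking peptide control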
UHRF1 binding: UHRF1 methylated DNA binding inhibitors, primary screen, counter-screen for MBD2 inhibitor project, biochemical, TR-FRET, human UHRF1, single concentration; 0.75% of 370,000 active; inhibition, % at 4.4 µM; UHRF1 binding to methylated oligo; E3 ubiquitin-protein ligase UHRF1 (Homo sapiens), Q96T88; AID 687016, 2013; in the data active = inhibition above about 21%;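 also: UHRF1 SRA domain binding a hemimethylated CpG hairpin DNA probe; 0% = median of test compound wells and 100% = reference inhibitor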
TCR-CD3 inh: inhibitors of human TCR-CD3 interaction, primary screen, biochemical, fluorescence, TAMRA-labeled TCR probe. T-cell receptor (TCR). inhibition, % at 9.4 µM. 0.37% of 360,000 active. AID 651800, 2012; in the data active = inhibition above about 19%;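 also: recombinant mutant TCR 2C K166C tagged with TAMRA read by polarization; 0% = receptor in buffer alone and 100% = receptor with positive control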
* hit, by the source's call. Random draw from the library (roughly 4.6% active in at least one column).

The opening eleven entries (preview)
SMILES	PRMT1 FP inh	proKLK7 act	MBD2 DNA inh	Tn7 DDE FP	TDP2 absorb	LEDGF integ inh	SIAE primary	DDE Tn6 FP inh	UHRF1 binding	TCR-CD3 inh
S=C(Nc1ccc(Br)cc1)N1CCN(C2CCCCC2)CC1	-1	0.2	-2	3	-1	-2	7	-3	1	8
Cc1cccc2cc(/C=N/NC(=O)c3ccccc3O)c(Cl)nc12	-1	-0.6	-4	2	6	6	-9	1	1	4
COc1ccc2cc([C@H](C)C(=O)N(C)Cc3ccccc3N3CCCC3)ccc2c1	-3	-0.4	-4	-6	-3	5	-3	-8	2	-10
CN(c1ccccc1C(=O)Nc1ccc(F)c(Cl)c1)S(C)(=O)=O	-3	-0.3	-1	1	-16	-5	-2	1	4	-4
CN1C[C@@H]2[C@@H]3C(=O)N(Cc4ccccc4)C(=O)[C@@H]3[C@](Cc3ccccc3)(C1=O)N2C(=O)c1ccc(Br)cc1	-2	0.7	4	3	-5	-2	-4	8	1	1
O=C(Cc1cccc(C(F)(F)F)c1)NCC(=O)Nc1cc(Cl)ccc1Cl	-2	-0.6	-5	0	-5	8	10	-1	-1	-5
CCOC(=O)c1ccc(S(=O)(=O)Nc2cc(S(=O)(=O)N3CCOCC3)ccc2O)cc1	6	-0.2	1	7	2	-10	7	3	4	2
COc1cccc(-c2csc(N3CCN(C(=S)NCC(C)C)CC3)n2)c1	-3	0.9	-1	-3	-1	3	10	-3	-3	1
CC1=C(n2nnc([N+](=O)[O-])n2)C(c2cccnc2)C(C#N)=C(N)O1 (stereo unspecified)	0	0.1	-2	3	13	30*	4	3	2	5
COc1ccc(C2c3ccc(O)cc3Oc3ncn(Cc4ccco4)c(=N)c32)cc1 (stereo unspecified)	-3	-0.6	-1	4	-12	-1	-4	-9	-1	6
CCC(=O)N1CCc2cc(S(=O)(=O)N3CCCCCC3)ccc21	1	0.7	-4	-3	6	3	-2	0	2	6

The whole of this part, from the first entry:
SMILES	PRMT1 FP inh	proKLK7 act	MBD2 DNA inh	Tn7 DDE FP	TDP2 absorb	LEDGF integ inh	SIAE primary	DDE Tn6 FP inh	UHRF1 binding	TCR-CD3 inh
S=C(Nc1ccc(Br)cc1)N1CCN(C2CCCCC2)CC1	-1	0.2	-2	3	-1	-2	7	-3	1	8
Cc1cccc2cc(/C=N/NC(=O)c3ccccc3O)c(Cl)nc12	-1	-0.6	-4	2	6	6	-9	1	1	4
COc1ccc2cc([C@H](C)C(=O)N(C)Cc3ccccc3N3CCCC3)ccc2c1	-3	-0.4	-4	-6	-3	5	-3	-8	2	-10
CN(c1ccccc1C(=O)Nc1ccc(F)c(Cl)c1)S(C)(=O)=O	-3	-0.3	-1	1	-16	-5	-2	1	4	-4
CN1C[C@@H]2[C@@H]3C(=O)N(Cc4ccccc4)C(=O)[C@@H]3[C@](Cc3ccccc3)(C1=O)N2C(=O)c1ccc(Br)cc1	-2	0.7	4	3	-5	-2	-4	8	1	1
O=C(Cc1cccc(C(F)(F)F)c1)NCC(=O)Nc1cc(Cl)ccc1Cl	-2	-0.6	-5	0	-5	8	10	-1	-1	-5
CCOC(=O)c1ccc(S(=O)(=O)Nc2cc(S(=O)(=O)N3CCOCC3)ccc2O)cc1	6	-0.2	1	7	2	-10	7	3	4	2
COc1cccc(-c2csc(N3CCN(C(=S)NCC(C)C)CC3)n2)c1	-3	0.9	-1	-3	-1	3	10	-3	-3	1
CC1=C(n2nnc([N+](=O)[O-])n2)C(c2cccnc2)C(C#N)=C(N)O1 (stereo unspecified)	0	0.1	-2	3	13	30*	4	3	2	5
COc1ccc(C2c3ccc(O)cc3Oc3ncn(Cc4ccco4)c(=N)c32)cc1 (stereo unspecified)	-3	-0.6	-1	4	-12	-1	-4	-9	-1	6
CCC(=O)N1CCc2cc(S(=O)(=O)N3CCCCCC3)ccc21	1	0.7	-4	-3	6	3	-2	0	2	6
CCCCCCn1c(=O)[nH]c2c(c1=O)CCC2	8	-0.3	7	-4	-4	7	-6	-7	5	-8
CN(Cc1cn(C)nc1-c1ccc(Oc2ccccc2)cc1)Cc1cnc2ccccn12	1	0.5	0	-1	0	3	3	6	2	7
CC(C)(C)C(c1nc2ccccc2[nH]1)n1c(-c2cccc(S(C)(=O)=O)c2)nc2ccccc21 (stereo unspecified)	-4	-1.4	-2	-10	-5	1	-11	6	0	7
CCOc1cc(/C=N/Nc2ncnc(Cl)c2N)ccc1O	5	1.2	-8	-3	-4	4	-1	-2	-6	11
COc1cc(/C=N/NC(=O)c2ccc(Cn3cc([N+](=O)[O-])cn3)o2)cc(Br)c1O	2	-0.3	-9	0	-10	-2	5	-2	-1	10
COc1ccc(N=C2S/C(=C\c3ccc(Cl)c([N+](=O)[O-])c3)C(=O)N2CCN(C)C)cc1	0	-0.4	0	-4	6	1	9	2	-2	9
C=CCOC(=O)C1=C(C)OC(N)=C(C#N)C1c1c(C)nn(-c2ccccc2)c1Cl (stereo unspecified)	3	0.1	9	9	4	0	-6	-6	13	8
COc1cccc(NC(=O)N2CCCC2C(=O)NC2CC2)c1 (stereo unspecified)	3	-0.4	4	-2	-12	-6	-4	0	4	-7
c1ccc(CSc2ncnc3c2cnn3-c2ccccc2)cc1	-1	0.0	3	-2	-6	3	-5	1	3	5
Cc1noc(C)c1C(=O)Nc1nc(-c2ccc(F)c(F)c2)cs1	-3	0.0	1	6	-2	0	9	2	-1	5
O=C(O)c1ccc(-n2cc(-c3cc4ccccc4oc3=O)[nH]c2=S)cc1	3	-0.2	2	3	-1	3	-7	2	3	1
CCOC(=O)Cn1nc(-c2ccccc2)c2cnc3ccc(C)cc3c21	2	-0.8	4	7	6	0	4	2	0	-3
Cc1onc(-c2ccc(Cl)cc2)c1-c1ccnc(SCC(=O)Nc2cc(Cl)cc(Cl)c2)n1	0	0.8	-1	-3	8	0	-92	-10	1	-9
COCOCCn1cc(CN2CCS(=O)(=O)N(Cc3ccc(-c4ccc(C)cc4)cc3)C(C(C)C)C2=O)nn1 (stereo unspecified)	-2	0.1	-4	-2	-6	0	4	-1	1	-3
Continued.
SMILES	PRMT1 FP inh	proKLK7 act	MBD2 DNA inh	Tn7 DDE FP	TDP2 absorb	LEDGF integ inh	SIAE primary	DDE Tn6 FP inh	UHRF1 binding	TCR-CD3 inh
COc1ccc(/C=N/NC(=O)c2nc(-c3ccccc3)cc(-c3ccccc3)n2)cc1OC	3	-13	0	0	1	-3	-9	-1	0	-3
COc1ccc2c(c1)c1nc3ccccc3nc1n2CCCN1C(=O)c2ccccc2C1=O	1	0.6	-6	3	-11	1	11	-4	0	-1
CCS(=O)(=O)Nc1cc2c3c(c1)CCC(=O)N3CCC2	-2	-0.1	2	3	-4	8	5	0	0	1
O=C(C[n+]1ccccc1)Nc1ccccc1	-4	-0.6	2	2	12	2	3	-7	0	-6
C[C@H]1CN([C@@H](C)CO)C(=O)Cc2cc(NC(=O)CCN3CCOCC3)ccc2O[C@@H]1CN(C)Cc1ccc(Oc2ccccc2)cc1	3	1.2	2	-6	-1	-3	4	4	13	6
CC1CCCCC1Nc1nc2ccc(Cl)cc2n2cnnc12 (stereo unspecified)	-2	-0.1	3	-5	-21	10	-13	-14	-1	0
COc1ccccc1C1CC(=O)Oc2ccc(C(C)(C)C)cc21 (stereo unspecified)	-2	-0.7	-1	3	8	4	-4	1	0	8
O=C(Cn1nc([N+](=O)[O-])nc1Br)NC1CCCCC1	-4	-0.9	2	-12	-12	2	0	8	4	-5
COc1ccc(CC(C)CC(=O)NCCc2ccc(OC)c(OC)c2)cc1 (stereo unspecified)	4	0.3	0	0	-13	-2	2	-12	7	5
CCCN(CCC)CCCNC(=O)c1cn(CC)c2ccc(S(=O)(=O)N3CCOCC3)cc2c1=O	-2	0.0	4	0	8	-2	12	-3	-2	-1
Clc1cccc(CSc2ccc(-c3ccco3)nn2)c1	8	0.4	-3	4	18	3	5	6	0	9
O=C(Cn1cncn1)N/N=C/c1ccccc1Cl	-5	0.4	-3	1	5	-2	-1	4	-3	-1
Cc1ccc2nc(-c3ccco3)c(Cc3cccc(Cl)c3)n2c1	18	-2.3	5	-4	-3	8	-1	9	21	3
CC1(C)CC2CC(C)(CN2S(=O)(=O)c2ccc(F)cc2F)C1 (stereo unspecified)	-1	0.4	-6	3	10	-2	-1	1	2	3
CCOc1cccc2sc(=NC(=O)c3ccc(S(=O)(=O)N4CCOCC4)cc3)n(C)c12	1	-0.7	3	-3	11	1	2	-4	-2	6
C=CCNC(=O)C1=NN(c2c(F)c(F)cc(F)c2F)C(=O)CC1	3	0.0	-6	1	3	1	9	1	-3	1
COc1ccc2c(CC(=O)N[C@@H](Cc3c[nH]c4ccccc34)C(=O)O)cc(=O)oc2c1	2	-1.4	2	-9	12	4	-1	-4	1	-3
CCN1CCN(CC(=O)Nc2ccc(C(C)=O)cc2)CC1	4	-0.2	-2	2	38*	0	-4	-8	-1	6
O=C(O)c1cccc2[nH]c(C(F)(F)F)nc12	0	-0.3	1	5	6	0	2	6	-2	3
O=C(CCCC(=O)Nc1cccnc1)Nc1cccnc1	-2	0.3	2	6	9	1	4	-5	0	6
COC(=O)C(CCCCNC(=O)OCc1ccccc1)NC(=O)CN (stereo unspecified)	3	-0.4	-3	1	-3	3	0	9	-1	4
CC[n+]1c(C)n(-c2ccccc2)c2ccc(C(=O)OC)cc21	-2	0.1	3	1	-3	2	4	-1	4	8
Cn1nnnc1SCC(=O)Nc1ccccc1C(=O)NCc1ccccc1	2	-0.4	0	3	-3	-1	3	-6	3	-4
COc1cc(C)ccc1OCC(=O)OCC(=O)c1ccc[nH]1	-3	-0.4	-5	2	7	2	4	5	0	5
